Bioassay records from PubChem BioAssay.
UBC13 inh = UBC13 polyubiquitin chain formation inhibitors, primary screen, biochemical, TR-FRET, uHTS; Ubiquitin-conjugating enzyme E2 N (Homo sapiens), P61088; inhibition, % at 20 µM; hit rate 0.47% among 330,000; in the data active = inhibition above about 45%, passing the limit was not always enough
Target sequence (P61088 whole entry, looked up): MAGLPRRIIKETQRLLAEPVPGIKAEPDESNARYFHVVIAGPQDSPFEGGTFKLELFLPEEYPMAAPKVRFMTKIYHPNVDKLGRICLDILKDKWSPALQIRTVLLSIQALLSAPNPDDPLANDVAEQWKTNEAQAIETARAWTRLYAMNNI
SENP6 block = SENP6 protease inhibitors, primary screen, biochemical, luminescence, uHTS; hit rate 1.8% among 330,000; Recombinant SENP6 catalytic domain, aminoluciferin luminescence; Sentrin-specific protease 6 (Homo sapiens), Q9GZR1; inhibition, % at 10 µM;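 active = inhibition above about 50% at the single tested dose, limit read from the data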;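 also: plate controls were DMSO wells with enzyme for no effect and DMSO wells lacking enzyme for full effect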
A3G deaminase = APOBEC3G DNA deaminase inhibitors, primary screen, biochemical, fluorescence, single-stranded DNA substrate, uHTS; AID 493012, 2011; inhibition, % at 20 µM; DNA dC->dU-editing enzyme APOBEC-3G (Homo sapiens), Q9HC16; hit rate 0.28% among 330,000; recombinant A3G, ssDNA deamination FAM/TAMRA fluorescence;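 active = inhibition of at least 40% at 20 µM, with no more than 30% in the related APOBEC3A deaminase screen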;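 also: plate controls were DMSO wells with A3G for no effect and wells lacking A3G enzyme for full effect; some compounds called inactive have numbers as strong as hits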
SENP8 block-1 = human SENP8 protease inhibitors, primary screen, biochemical, fluorescence, Nedd8 protein substrate, uHTS; recombinant SENP8; inhibition, % at 20 µM; hit rate 0.64% among 360,000; AID 602440, 2012; in the data active = inhibition mostly above about 40%, no sharp cut-off; inactive = mostly below about 27%
Target sequence (Q96LD8 whole entry, looked up): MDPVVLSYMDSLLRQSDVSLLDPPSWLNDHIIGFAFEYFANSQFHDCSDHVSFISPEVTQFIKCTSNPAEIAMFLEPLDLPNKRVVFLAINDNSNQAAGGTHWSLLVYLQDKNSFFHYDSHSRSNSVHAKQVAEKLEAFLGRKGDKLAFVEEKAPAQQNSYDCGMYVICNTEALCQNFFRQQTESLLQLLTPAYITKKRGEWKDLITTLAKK
SENP7 block = SENP7 protease inhibitors, primary screen, biochemical, luminescence, uHTS. Sentrin-specific protease 7 (Homo sapiens), Q9BQF6. recombinant SENP7, Z-RLRGG-aminoluciferin luminescence, 40 min. inhibition, % at 5 µM. hit rate 1.5% among 330,000;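 active = inhibition above about 50% at the single test dose, limit read from the data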;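 also: plate controls were DMSO with enzyme for no effect and no enzyme buffer wells for full effect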
Target sequence (Q9BQF6 706-1050 limits assumed): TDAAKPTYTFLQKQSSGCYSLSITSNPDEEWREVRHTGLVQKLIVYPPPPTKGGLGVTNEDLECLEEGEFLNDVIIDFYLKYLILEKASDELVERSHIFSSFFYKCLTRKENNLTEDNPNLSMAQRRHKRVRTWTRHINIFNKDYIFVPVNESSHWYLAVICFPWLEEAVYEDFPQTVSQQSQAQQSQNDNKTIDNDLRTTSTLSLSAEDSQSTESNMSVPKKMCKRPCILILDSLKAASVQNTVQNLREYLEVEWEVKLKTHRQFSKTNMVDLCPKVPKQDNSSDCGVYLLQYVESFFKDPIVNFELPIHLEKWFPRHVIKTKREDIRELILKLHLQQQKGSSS
SENP8 block-2 = SENP8 protease inhibitors, primary screen, biochemical, luminescence. Sentrin-specific protease 8 (Homo sapiens), Q96LD8. purified SENP8, Z-RLRGG-aminoluciferin cleavage. inhibition, % at 10 µM. hit rate 1.2% among 330,000. AID 2540, 2010; in the data active = inhibition above about 50%
SENP1 inh = human SENP1 catalytic domain inhibitors, primary screen, biochemical, FRET, uHTS; Sentrin-specific protease 1 (Homo sapiens), Q9P0U3; recombinant SENP1 catalytic domain, CyPet-SUMO1-YPet FRET cleavage; inhibition, % at 10 µM; hit rate 0.21% among 360,000;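 active = inhibition at least 30% at 10 µM, raw YFP signal under a set limit, fluorescence ratio 0.5 to 1.5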;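 also: 0% = enzyme with DMSO and 100% = no enzyme wells; some results filed as inactive read as strong as hits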
Target sequence (Q9P0U3 419-644 limits assumed): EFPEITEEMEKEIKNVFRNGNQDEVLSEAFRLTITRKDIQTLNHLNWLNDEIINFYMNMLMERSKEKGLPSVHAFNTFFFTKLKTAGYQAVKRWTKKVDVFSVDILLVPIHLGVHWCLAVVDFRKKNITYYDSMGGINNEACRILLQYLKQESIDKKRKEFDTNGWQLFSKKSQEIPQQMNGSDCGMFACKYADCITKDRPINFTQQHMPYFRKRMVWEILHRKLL
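Compound: 10 µM single point, 0.5% DMSO; Test system: hSENP1 catalytic domain, recombinant; Timing: 50 min reaction at room temperature; Technique: FRET, CFP and YFP emission; Control set: no-enzyme wells low, DMSO-plus-enzyme wells high control.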
Apaf1 inhib = inhibitors of human Apaf-1 apoptosome, primary screen, biochemical, DEVD-Rh110 fluorescence, uHTS. Apoptotic protease-activating factor 1 (Homo sapiens), O14727. reconstituted apoptosome caspase-3 activity. inhibition, % at 20 µM. hit rate 0.71% among 330,000. AID 489030, 2010; active = inhibition of at least 40% at 20 µM;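 also: plate controls were DMSO wells for no effect and DEVD-CHO caspase inhibitor wells for full effect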
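Material: biochemical Apaf-1 apoptosome reconstitution. Medium: Hepes buffer, pH 7.5. Also added: cytochrome c activation, bis-DEVD rhodamine 110 substrate. Timing: 30 min compound preincubation, 50 min activation, room temperature. Measured by: rhodamine 110 fluorescence at Ex 480/Em 540 nm.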
Active calls of the source: *.

compound,UBC13 inh,SENP6 block,A3G deaminase,SENP8 block-1,SENP7 block,SENP8 block-2,SENP1 inh,Apaf1 inhib
O=C1C(Oc2ccccc2)C(c2cccs2)N1Cc1ccc2c(c1)OCO2 (stereo not drawn),0,-8,6,2,-8,0,-1,14
COc1cccc(C(=O)/C(C#N)=N/Nc2cccc(-c3ccnc(C)n3)c2)c1,0,3,0,20,0,-2,3,-12
Cc1ccc(-c2[nH]nc3c2C(c2ccc(OC(=O)N4CCOCC4)cc2)C(C#N)=C(N)O3)cc1 (stereo not drawn),-44,14,-7,-1,-3,-2,1,16
Cc1ccc2[nH]c(=O)c(CN(CC3COCCO3)C(=O)Nc3ccccc3C)cc2c1 (stereo not drawn),-5,-3,-6,-37,5,-7,4,3
CCCC(NC(=O)CNC(=O)C(C)(C)C)C(=O)O (stereo not drawn),4,5,-6,18,5,3,3,-5
CCCCc1nnc(NC(=O)CN(C)S(=O)(=O)c2ccc(C)cc2)s1,1,-5,-9,-9,-10,-12,-1,-3
NS(=O)(=O)c1ccc(CCN2C(=O)/C(=C\c3ccc(Cl)cc3)SC2=S)cc1,-6,-11,-3,29,1,-2,4,10
COc1ccc2oc(C(=O)N(Cc3ccco3)Cc3cccs3)c(C)c2c1,-1,2,-7,-53,-2,12,-9,25
CCCCC(O)(CCCC)C(=O)NN(C(=O)OCC)c1ccccc1,8,12,-5,21,-1,1,1,-1
CC(C)(C)n1ncc2c(=O)n(Cc3ccc(Cl)cc3Cl)cnc21,11,-11,-5,23,9,4,-2,26
COc1ccc(CN(C)C(=O)Cn2cnc3c(SC)nc(N)nc32)cc1OC,7,-19,-5,-27,-8,5,1,-15
COc1ccccc1C(=O)NC1CCN(C(=O)Nc2ccc(F)cc2)CC1,1,-3,-6,17,-1,-4,2,11

Gathered by group: the compounds so far containing a halogen
compound,UBC13 inh,SENP6 block,A3G deaminase,SENP8 block-1,SENP7 block,SENP8 block-2,SENP1 inh,Apaf1 inhib
NS(=O)(=O)c1ccc(CCN2C(=O)/C(=C\c3ccc(Cl)cc3)SC2=S)cc1,-6,-11,-3,29,1,-2,4,10
CC(C)(C)n1ncc2c(=O)n(Cc3ccc(Cl)cc3Cl)cnc21,11,-11,-5,23,9,4,-2,26
COc1ccccc1C(=O)NC1CCN(C(=O)Nc2ccc(F)cc2)CC1,1,-3,-6,17,-1,-4,2,11

Next section.
compound,UBC13 inh,SENP6 block,A3G deaminase,SENP8 block-1,SENP7 block,SENP8 block-2,SENP1 inh,Apaf1 inhib
COC(=O)CNC(c1ccccc1)c1cc(Br)ccc1NC(=O)OCc1ccccc1 (stereo not drawn),-16,-13,-8,14,0,-4,0,27
O=c1oc(-c2ccco2)nc2sc3c(c12)CCCC3,4,72*,-2,-173,-10,42,-91,11
CCOC(=O)N1CCN(S(=O)(=O)c2ccc(C(=O)N(CCCN(C)C)c3nc4ccc(CC)cc4s3)cc2)CC1,16,4,8,-7,-11,-1,1,55*
Cn1c(-c2ccccc2)cc2ccccc21,-2,-6,-9,-108,0,-4,0,7
Cc1cc(NC(=O)CSc2ccccc2)no1,0,-1,1,14,6,2,1,-3
Cc1cnc(CN(C)C(=O)CC2C(=O)NCCN2CCCc2ccccc2)[nH]1 (stereo not drawn),-4,10,-1,-5,0,-3,0,-6
CCOC(=O)c1cccc(NC(=O)c2cccs2)c1,-7,5,-1,11,2,-14,1,0
Cc1ccccc1Nc1nc(N)nc(COC(=O)c2c(C)noc2C)n1,13,-7,-7,0,3,6,-2,-7
Cc1cccc(/C=N\NC(=O)c2ccc(Cl)cc2)c1O,-1,37,-4,2,73*,12,-5,-1
COc1ccc(C(=O)CSc2nc3ncccc3[nH]2)cc1OC,3,-25,-2,18,-2,-2,2,-24
O=C(CNS(=O)(=O)c1cccs1)N1CCN(c2ccccc2F)CC1,2,-11,-2,18,10,0,1,3
COc1ccc(NC(=O)c2cccc(-n3c(C)ccc3C)c2)c(OC)c1,2,-4,-6,21,2,0,-4,12
O=C(CCN1CCc2ccccc2C(O)(c2ccccc2)C1)c1ccc2c(c1)OCCO2 (stereo not drawn),16,-26,3,24,7,1,-1,19
CC1=C(C(=O)N(C)C)C(c2ccc(Cl)c(Cl)c2)NC(=O)N1 (stereo not drawn),-6,-7,-6,-9,-2,-13,2,4
Oc1ccc(C[C@@H]2CNC(=S)N2CCCCC2CCCCC2)cc1,17,-18,-3,19,-5,-15,1,31
CCc1ccccc1NC(=O)[C@@H]1CCC(=O)N1C1OC(=O)c2c1ccc(OC)c2OC (stereo partly drawn),1,0,-1,58*,-5,10,3,-5
CCN(CC)CCNC(=O)Cc1nn(CC)c(=O)c2ccccc12,0,11,-5,11,-2,3,2,-12
O=C(OCC(=O)c1ccc[nH]1)c1ccc(Cl)c(Cl)c1,-2,-20,-6,9,-15,-20,-2,19
Cc1cc(C)c2nc(C(F)(F)F)c(C#N)c(N)c2c1,3,-42,-6,-66,-2,-9,-3,14
O=C(Cc1c(F)cccc1Cl)Nc1ccon1,21,12,-6,10,0,-2,0,-14
CN(C)S(=O)(=O)c1ccc(C(=O)NCC2CC2(Cl)Cl)cc1 (stereo not drawn),-2,15,-3,10,11,6,1,-2
CCc1nnc(NC(=O)CN2CCN(C(=O)c3ccccc3)CC2)s1,0,-2,-4,13,-6,4,2,-10
C[C@]12CCC[C@H](O1)c1c(cc3c(c1O)C(=O)c1c(O)cc(O)cc1C3=O)O2,-61,-10,-4,58*,-7,-10,31*,13
CCOC(=O)C(=CNCC(=O)O)C(=O)OCC,1,-7,-6,12,-1,-2,1,-12
CCCCN(C)CCNC(=O)c1ccc(Cn2c(=S)[nH]c3ccc(Br)cc3c2=O)cc1,48*,-24,-6,10,6,4,-2,29
O=C(COC(=O)c1ccccc1SCC(=O)NC1CCS(=O)(=O)C1)NC1CCS(=O)(=O)C1 (stereo not drawn),-22,2,-7,18,-2,-12,2,-5
Cc1nnc(SCC(=O)Nc2cc(S(=O)(=O)N3CCCC3)ccc2Cl)n1C1CC1,-11,1,-3,-1,-4,-14,1,17
N#Cc1nc(-c2cccs2)oc1NCc1ccc2c(c1)OCO2,5,39,-1,-496,5,-14,-4,8
Cc1nc2ccc(Cl)cc2nc(C)/c1=N\O,-4,14,-1,-8,16,3,6,6
COc1ccc(S(=O)(=O)NCC(c2ccco2)N2CCc3ccccc3C2)cc1 (stereo not drawn),-4,-3,0,2,0,10,2,20
CCOC(=O)C1(CCc2ccccc2)CCN(C(=O)c2ccoc2)CC1,-1,-17,-4,-2,-7,-3,-1,15
CCC(=O)Nc1ccc(NC(=O)CSc2nnc(-c3ccco3)n2C)cc1,2,-5,-5,10,-5,-2,1,-14
CC(C)Oc1ccc(C(=O)/C(=C\c2cccs2)c2nc3ccccc3o2)cc1,-24,-7,-7,17,-2,-6,-4,8
Nc1ccc(-c2nc3nc(N)nc(N)c3nc2-c2ccc(N)cc2)cc1,-12,-16,-1,21,7,6,28,10
C=CCn1c(N)c(C(=O)NCc2ccco2)sc1=S,1,-3,-4,9,2,8,0,-17
Cc1ccc(C)c(NC(=O)c2ccc(OC(=O)c3ccco3)cc2)c1,8,-17,-3,7,-5,-25,-1,-9
CCCN1CN(CCc2ccccc2)CNC1=S,-2,-18,-10,7,-11,-5,2,6
CC(Oc1ccc2c(=O)c(-c3ccc(Cl)cc3)c(C(F)(F)F)oc2c1)C(=O)O (stereo not drawn),-17,16,-4,17,-1,7,3,24
COc1ccccc1N1CCN(C(=O)Nc2cccc(C)c2)CC1,-3,-6,-1,21,6,-9,1,15
NS(=O)(=O)c1cc(Cl)c(NC(=O)COC(=O)c2ccccn2)c(Cl)c1,-18,-20,-3,5,-15,-13,-2,-3
CN(C)c1ccc(S(=O)(=O)NCC(=O)OCC(=O)Nc2cc(Cl)cc(Cl)c2)cc1[N+](=O)[O-],4,-4,-3,22,2,-8,2,11
NS(=O)(=O)c1ccc(CCNC(=S)Nc2ccccc2)cc1,-4,-19,-7,19,-3,-9,1,5
Cc1cccc(-c2nnc(SCCOc3ccc4c(C)cc(=O)oc4c3)o2)c1,3,-8,0,-257,-1,1,0,23
COc1ccccc1NC(=O)C(C)OC(=O)COc1cccc2c1OC(C)(C)C2 (stereo not drawn),9,-3,-8,-2,5,7,0,9
CCc1ccc(NC(=O)CSCc2nc(N)nc(Nc3ccccc3CC)n2)cc1,-2,-4,-4,1,12,-1,2,11
Cc1ccc(OCC(=O)Nc2ccc3c(c2)nc(CCN2CCN(C)CC2)n3C)cc1,8,-17,-1,8,0,-2,-2,20
O=C(Nc1ccc2c(c1)CN(Cc1ccco1)CC2)C1CCCO1 (stereo not drawn),2,-3,-6,-20,-2,3,-15,-4
NC(=O)N/N=C/c1c(F)c(F)c(F)c(F)c1F,-4,-24,-5,-1,-3,-9,-1,4
CN(Cc1ccco1)C(=O)C1CCC(=O)N1Cc1ccc(F)cc1 (stereo not drawn),-1,-22,-1,21,3,3,0,18
CC1=NN(c2ccccc2)C(=O)/C1=C/N(C)C,1,4,-1,20,9,-4,3,-14
CS(=O)(=O)N(CC(=O)N1CCOCC1)c1cc(C(F)(F)F)ccc1Cl,-7,10,0,14,-2,-5,-1,-17
COc1ccc(NC(=O)N2CCN(C(=O)C3CCCO3)CC2)cc1 (stereo not drawn),-20,-3,0,1,2,10,3,-4
CCOc1ccc(NC(=O)N2CCN(C(=O)c3ccco3)CC2)cc1,6,-4,-11,6,-6,-2,5,-12
O=C(CN1C(=O)C2C3CC(C(Br)C3Br)C2C1=O)N1CCOCC1 (stereo not drawn),-12,-2,6,5,0,-11,4,-5
O=C(Nc1ccnn1C1CCN(Cc2cccc(O)c2)CC1)C1CCCC1,2,-14,-8,8,-3,-7,0,1
CC(SC1=NCCS1)C(=O)Nc1nnc(-c2ccc(Cl)cc2)s1 (stereo not drawn),1,-18,1,-171,-5,9,-1,1
O=C1c2ccccc2C(Nc2ccc(F)cc2F)N1CCN1CCOCC1 (stereo not drawn),-4,5,-6,6,4,9,1,-3
CCOc1ccc(CNc2nnnn2C)cc1OC,4,-3,-4,15,8,-7,2,-6
Cc1cnc(NC(=O)Cc2ccc(S(=O)(=O)N3CCOCC3)s2)s1,1,2,-4,-69,3,-4,27,0
COc1ccc(S(=O)(=O)N2CCCCC2)cc1NC(=O)c1ccc(N2CCCC2=O)cc1,-2,-18,0,-1,-13,-7,2,8
CC(C(=O)Nc1cccnc1)C1Sc2ccccc2NC1=O (stereo not drawn),1,-8,-5,-15,-4,-2,-6,-6
O=C(CCS(=O)(=O)c1ccc(Cl)cc1)Nc1ccc(F)cc1,6,5,0,1,0,1,0,10
CCCc1cc(=O)n2[nH]c(C(F)(F)F)nc2n1,4,0,-5,-2,5,-10,-1,1
